Mcl1-Bid inh – disrupts binding of human Mcl-1 to Bid peptide. Q07820. TR-FRET Mcl-1/Bid-Dy647 peptide binding, 1536-well. inhibition, % at 21.7 µM. actives 0.97% (n = 220,000). AID 1021;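 active means compounds that cut the binding signal by more than half at the single screening dose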;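 further: His-tagged Mcl-1 with europium anti-His antibody binding Bid BH3 peptide; 0% = Mcl-1 plus peptide wells and 100% = peptide-only wells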
Target sequence (Q07820 whole entry, looked up): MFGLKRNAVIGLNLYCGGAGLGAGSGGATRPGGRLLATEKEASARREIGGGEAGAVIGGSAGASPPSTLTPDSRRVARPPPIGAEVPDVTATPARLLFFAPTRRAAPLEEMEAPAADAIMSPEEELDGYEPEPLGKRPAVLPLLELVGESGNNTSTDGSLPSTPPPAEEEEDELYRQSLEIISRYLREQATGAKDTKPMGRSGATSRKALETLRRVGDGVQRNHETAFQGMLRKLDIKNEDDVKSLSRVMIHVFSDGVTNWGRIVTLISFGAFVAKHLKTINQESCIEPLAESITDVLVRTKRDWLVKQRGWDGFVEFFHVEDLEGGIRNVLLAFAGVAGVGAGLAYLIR
Mcl1 Noxa PPI – disrupts binding of human Mcl-1 to Noxa peptide; actives 1.5% (n = 220,000); inhibition, % at 21.7 µM; Q07820; TR-FRET Mcl-1/Noxa peptide binding, 2 h;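 active means compounds that cut the protein-peptide binding signal by more than 50% relative to plate controls in a single-dose test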;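 further: His-tagged Mcl-1 with rhodamine Noxa BH3 peptide and terbium anti-His antibody; 0% = Mcl-1 plus Noxa peptide wells and 100% = peptide-only wells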
Pf gamet viab – inhibitors of late stage P. falciparum gametocyte viability; P. falciparum stage V gametocytes, ATP luminescence, 24 h; inhibition, % at 10.9 µM; actives 0.065% (n = 150,000);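 active means inhibition above the mean plus 3 SD of compounds within the control limits, set per campaign, cut at about 38% in these data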;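 further: 0% = DMSO wells and 100% = medium only without gametocytes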
* hit, by the source's call.

O=C1CC[C@@H](O)CCN1CC[C@H](Sc1ccccc1)c1ccccc1 was read as Pf gamet viab -37.
`Nc1cccc(Oc2ccc3c(c2)C(=O)N(CCO)C3=O)c1` gave Pf gamet viab 6.
C/C(=N\NC(=O)c1ccc(C)cc1)c1c(C)[nH]n(-c2ccccc2)c1=O was read as Pf gamet viab -5.
`O=S(=O)(NCC1CCCO1)c1ccc(Cl)nc1` (configuration not stated) gave Mcl1-Bid inh -1, Mcl1 Noxa PPI 10 and Pf gamet viab 25.
`Cc1ccc2c(c1)C1(C(=O)N2)N2CCCC2C(C(=O)c2ccc3ccccc3c2)C12C(=O)Nc1ccccc12` (configuration not stated) gave Mcl1-Bid inh 14, Mcl1 Noxa PPI -10 and Pf gamet viab 22.
Screening CC(=O)OC1c2c(ccc3ccc(=O)oc23)OC(C)(C)C1OC(=O)CC(C)C (configuration not stated) returned Mcl1-Bid inh -4, Mcl1 Noxa PPI -24 and Pf gamet viab -4.

3 entries picked at random from those above:
Screening CC(=O)OC1c2c(ccc3ccc(=O)oc23)OC(C)(C)C1OC(=O)CC(C)C (configuration not stated) returned Mcl1-Bid inh -4, Mcl1 Noxa PPI -24 and Pf gamet viab -4.
`Nc1cccc(Oc2ccc3c(c2)C(=O)N(CCO)C3=O)c1` gave Pf gamet viab 6.
C/C(=N\NC(=O)c1ccc(C)cc1)c1c(C)[nH]n(-c2ccccc2)c1=O was read as Pf gamet viab -5.

This is a subset. The share of hits here may be higher or lower than overall.
